Screening results deposited in PubChem BioAssay by National Center for Advancing Translational Sciences (NCATS).
MLL CXXC-DNA inh – MLL CXXC-DNA interaction inhibition; Q03164; MLL-CXXC / FITC-HOXA9 DNA fluorescence polarization; Potency, µM (titrated, usually from 115 µM), for inactives: at the highest dose activity change, negative = inhibition, actives largely listed as inhibitors; 290,000 compounds, 0.037% hits; active means well fitted inhibition curve with a large enough effect in the polarisation, with a control signal flat, not every such curve was filed as active; inconclusive means small, poorly fitted or top-dose-only effect, or effect the other way, or a change in a side signal; inactive means no such curve, though single readings can be large or run the other way; the % refers to the polarisation; further: potency means the concentration at half of the fitted maximal effect
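Steps: dispense CXXC domain solution (7 uM) → pin compounds or unlabeled HOX-A9 DNA control → 5 min ambient → add FLSN-HOX-A9 solution (50 nM) → spin → 30 min ambient → fluorescence polarization. Tris pH 7.5/NaCl/DTT/BSA buffer.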
Menin-MLL TR inh – menin-MLL binding inhibition, Texas Red mutant peptide; O00255; Menin + Texas Red MLL mutant peptide, fluorescence polarization; Potency, µM (titrated, usually from 61.6 µM), for inactives: at the highest dose FP activity change, negative = inhibition, most hits filed as inhibitors; 270,000 compounds, 0.23% hits; AID 1768; active means well fitted inhibition curve with a large enough effect in the polarisation, with a control signal flat, not every such curve was filed as active; inconclusive means small, poorly fitted or top-dose-only effect, or effect the other way, or a change in a side signal; inactive means no such curve, though single readings can be large or run the other way; the % refers to the polarisation; further: potency means the concentration at half of the fitted maximal effect; % of control where 0% means no effect; many of its hits are not listed in these tables
TSHR antag – antagonists of human thyroid stimulating hormone receptor. TSHR-expressing cells, TSH-stimulated cAMP HTRF, 2 h; stronger effect = lower value. activity change, negative = inhibition, % at 11.5 µM. 330,000 compounds, 0.2% hits;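 active means activity change below a set negative limit, meaning inhibition stronger than a set level, cut at about -70% in these data; inconclusive means activity change between two set negative limits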; further: on the % scale 0 is the no-effect control and ±100 the full control effect
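Read-out is FRET at 665 nm (cryptate excitation 337 nm) from a cryptate-tagged anti-cAMP antibody, competed by cell cAMP against cAMP-d2. Compounds are tested on freshly harvested TSHR cells challenged with 4nM TSH (EC80) for 2 hours at 37 deg C.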
Mito fusion act – blocks mitochondrial division or promotes mitochondrial fusion. S. cerevisiae fusion-defective mutant growth rescue, CellTiterGlo 48 h. Potency, µM (top dose mostly 46.1 µM), without a hit: at the highest dose growth rescue (activation), hits mostly activators. 320,000 compounds, 0.23% hits. AID 485298;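 further: potency means the concentration at half of the fitted maximal effect; % of control where 0% means no effect; nearly all actives have a fitted effect of over 45% in size; temperature-sensitive fusion mutants such as fzo1-1 at 37 °C on non-fermentable ethanol glycerol medium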
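Yeast fusion mutant, YPEG (non-fermentable carbon), compound, 48 h at 37C non-permissive; CellTiterGlo added, 10 min RT, luminescence read. Rescued growth = division inhibition.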
A-T KAP1 phos – potential ataxia-telangiectasia treatment | […] A-T fibroblasts, KAP-1 phosphorylation AlphaLISA; neocarzinostatin DNA damage 30 min before lysis | 320,000 compounds, 0.19% hits | AID 485349 | Potency, µM (doses to about 57.5 µM), for the others: at the highest dose activation, hits mostly activators; further: potency means the concentration at half of the fitted maximal effect; % of control where 0% means no effect; nearly all actives have a fitted effect of over 45% in size
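ATM-like activity read as KAP-1 phosphorylation via AlphaLISA donor/acceptor antibody pairs after lysis and 6 hr at 25C. Cells were ATM-null patient fibroblasts ([…], hTERT), dosed 60 min, then exposed to the DSB inducer NCS for 30 min.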
MBNL1 CUG block – inhibitors of human MBNL1 binding to CUG repeat RNA. TR-FRET MBNL1-His/biotin-(CUG)12 binding, 665/545 ratio. Q9NR56. AID 2675. Potency, µM (top dose mostly 57.5 µM), for inactives: top-dose activity change, negative = inhibition, hits mostly inhibitors. 280,000 compounds, 0.036% hits; active means well fitted inhibition curve with a large enough effect in the signal ratio, with a control signal flat, not every such curve was filed as active; inconclusive means small, poorly fitted or top-dose-only effect, or effect the other way, or a change in a side signal; inactive means no such curve, though single readings can be large or run the other way; the % refers to the signal ratio; further: potency means the concentration at half of the fitted maximal effect; on the % scale 0 is the no-effect control and ±100 the full control effect
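His-tagged MBNL1 binding to biotinylated (CUG)12 RNA was measured by TR-FRET using terbium anti-His antibody (0.055 ng/ul final) and streptavidin-XL665 (5 nM final). Compounds were titrated 92 nM to 58 uM; 60 min at room temperature.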
Integrin act MD – activators of alpha7 integrin expression for muscular dystrophy | alpha7betagal myoblasts, beta-gal FDG fluorescence, 48 h | Potency, µM (doses to about 38.3 µM), without a hit: at the top dose activation, hits mostly activators | 350,000 compounds, 0.064% hits;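 further: potency means the concentration at half of the fitted maximal effect; 100% = response of the positive control SU9516; nearly all actives have a fitted effect of over 60% in size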
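Alpha7betagal+/- myoblasts (passage 13) were plated 16-24 hr, then exposed to compounds (1:260 dilution of DMSO stock) for 48 hours at 37C. After MPER lysis, β-galactosidase reporter activity was read as FDG fluorescence (ex 480/em 540) after 30 minutes.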
TCR activator – T cell receptor activation; primary human leukocytes, anti-CD3, IL-2 HTRF, 48 h; Potency, µM (top dose mostly 9.22 µM), for the others: top-dose activation of IL-2 secretion, actives largely listed as activators; 330,000 tested, under 10 active; AID 504894; further: % of control where 0% means no effect
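Readout: HTRF IL-2, Eu-cryptate/d2 antibody pair, 320nm excitation, 665nm emission. Stimulus: a-CD3 beads, no co-stimulation. Cells: primary human leukocytes. Exposure: 48 hr with compound.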
S-ASM inh – blocks human secretory acid sphingomyelinase | placental ASM, HMU-PC fluorogenic substrate, 60 min | Potency, µM (titrated, usually from 57.5 µM), for inactives: at the highest dose activity change, negative = inhibition, usual class: inhibitors | 340,000 compounds, 0.006% hits | AID 504937; further: potency means the concentration at half of the fitted maximal effect
Target sequence (P17405 47-631 limits assumed): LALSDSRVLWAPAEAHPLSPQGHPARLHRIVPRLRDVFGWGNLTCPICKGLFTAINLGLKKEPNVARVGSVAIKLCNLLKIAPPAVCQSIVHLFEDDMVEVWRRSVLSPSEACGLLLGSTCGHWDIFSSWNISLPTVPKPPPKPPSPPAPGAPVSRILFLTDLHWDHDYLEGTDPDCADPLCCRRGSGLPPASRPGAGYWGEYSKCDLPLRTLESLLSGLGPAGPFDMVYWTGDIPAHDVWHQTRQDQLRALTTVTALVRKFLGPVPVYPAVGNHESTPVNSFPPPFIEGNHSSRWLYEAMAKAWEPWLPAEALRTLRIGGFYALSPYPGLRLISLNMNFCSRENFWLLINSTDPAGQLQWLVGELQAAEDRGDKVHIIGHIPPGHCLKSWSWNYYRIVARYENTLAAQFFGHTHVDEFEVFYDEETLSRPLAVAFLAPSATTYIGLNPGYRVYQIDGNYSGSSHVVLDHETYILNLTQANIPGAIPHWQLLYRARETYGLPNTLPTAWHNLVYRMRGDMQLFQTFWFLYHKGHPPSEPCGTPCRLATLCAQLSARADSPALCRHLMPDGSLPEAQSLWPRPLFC
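Fluorogenic HMU-PC substrate (9 uM final) is turned over by placental ASM in 60 min at 37 C after a 10 min compound preincubation. Reaction ended by alkaline stop (pH 10), with fluorescence read at 386/447 nm.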
PTAP TSG101 blk – blocks PTAP/TSG101 interaction to inhibit HIV-1 budding; Q99816; Fluorescence polarization, FITC-PTAP peptide / Tsg101 binding; Potency, µM (series often up to 115 µM), for the others: top-dose activity change, negative = inhibition, usual class: inhibitors; 340,000 tested, under 10 active; active means well fitted inhibition curve with a large enough effect in the main read-out, with a control signal flat, not every such curve was filed as active; inconclusive means small, poorly fitted or top-dose-only effect, or effect the other way, or a change in a side signal; inactive means no such curve, though single readings can be large or run the other way; further: potency means the concentration at half of the fitted maximal effect; % of control where 0% means no effect
Target sequence (Q99816 whole entry, looked up): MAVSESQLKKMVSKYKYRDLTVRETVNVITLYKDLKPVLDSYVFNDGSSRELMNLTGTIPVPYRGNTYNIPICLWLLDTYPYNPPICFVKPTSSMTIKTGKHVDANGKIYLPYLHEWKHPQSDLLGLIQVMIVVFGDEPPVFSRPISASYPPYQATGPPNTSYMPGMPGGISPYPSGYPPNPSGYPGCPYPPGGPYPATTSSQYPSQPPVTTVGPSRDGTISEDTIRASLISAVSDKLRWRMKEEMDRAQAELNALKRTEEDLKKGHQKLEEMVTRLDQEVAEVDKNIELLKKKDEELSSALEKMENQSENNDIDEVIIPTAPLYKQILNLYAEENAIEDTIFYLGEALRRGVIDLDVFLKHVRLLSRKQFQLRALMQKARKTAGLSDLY
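Fluorescence polarization binding of Tsg101 binding domain (10 uM final) to FITC-labeled PTAP peptide (50 nM final) in HEPES pH 7.5 buffer with NaCl, Tween 20, EDTA, TCEP. Compounds added before peptide; binding 20 min at RT.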
* marks the source's active call; other numbers are inactive results; ? = inconclusive; . = not tested or not shown; & = joins results of further samples; [ ] = remark or other dose. Unless noted, the call rests on the fitted dose curve; in most records, active means well fitted curve in the direction sought with a large enough effect; inconclusive means small, poorly fitted or top-dose-only effect, or another doubt; inactive means no such curve, though single readings can be large; an effect the other way counts as inactive or inconclusive. An excerpt (hit frequency here may not be typical).

SMILES	MLL CXXC-DNA inh	Menin-MLL TR inh	TSHR antag	Mito fusion act	A-T KAP1 phos	MBNL1 CUG block	Integrin act MD	TCR activator	S-ASM inh	PTAP TSG101 blk
COc1ccc(N2C(=O)[C@@H]3[C@H](C2=O)[C@H](C(C)=O)N2c4ccccc4C=C[C@@H]32)cc1	12%	.	0	-4%	-1%	19%	-4%	2%	4%	0%
Cc1nn(C)c(Oc2ccccc2)c1CCNS(=O)(=O)c1ccc(F)cc1	-4%	-25%	-11	-1%	5%	?	25%	0%	6%	-5%
CC1Cc2ccccc2N1C(=O)CSc1nnc2sc3ccccc3n12 (configuration not stated)	1%	-1%	-4	8%	.	4%	-11%	-6%	-2%	-2%
CC(=O)Nc1cc2c(cc1NC(=O)Cn1nnc(-c3ccc(C)o3)n1)OCCO2	-4%	0%	-1	-5%	5%	-10%	-17%	1%	-2%	3%
O=C(N=Nc1c(O)n(C2OC(=O)c3ccccc32)c2ccccc12)c1ccc(O)cc1 (configuration not stated)	-7%	?	-1	0%	0%	-1%	1%	-2%	1%	-2%
COc1cccc(C(C(=O)NCc2ccccc2)N(C(=O)c2csnn2)C2CC2)c1 (configuration not stated)	5%	0%	2	3%	0%	-2%	6%	-3%	-1%	-1%
NS(=O)(=O)c1cc2c(cc1Cl)NC(Cc1ccccc1)NS2(=O)=O (configuration not stated)	-4%	2%	10	1%	6%	-3%	1%	5%	-10%	-13%
Cc1ccc(NC(=O)COCC(=O)Nc2ccc(C)cc2)cc1	0%	9%	-1	-2%	3%	-8%	26%	.	-8%	-7%
CCOC(=O)Nc1ccc2c(c1)ncn2C1CCCCC1	4%	-13%	-6	2%	-4%	3%	5%	-12%	0%	-6%
Cc1cc(C)n2cc(-c3ccc(Cl)cc3)c(C(=O)O)c2n1	-2%	11%	-7	7%	5%	3%	10%	0%	4%	1%
O=[N+]([O-])c1ccc(Cc2ccccn2)cc1	.	.	-4	-1%	-7%	.	4%	-7%	1%	-6%
Cc1noc(C)c1COc1cccc(C(=O)Nc2ccc3c(c2)OCO3)c1	-5%	25%	-17	-1%	2%	-2%	-20%	0%	-2%	-1%
Cc1nccn1CC(=O)N/N=C/c1ccc(O)c(O)c1	15%	6%	1	-2%	-4%	4%	.	-2%[46.1 µM]	.	.
CCCCn1c(N)c(N(CC(C)C)C(=O)CSc2nnc(C)n2-c2ccccc2)c(=O)[nH]c1=O	.	.	.	.	.	.	-16%	-6%	3%	3%
O=C(NCC(=O)c1ccccc1)OCc1ccc([N+](=O)[O-])cc1	4%	0%	-4	1%	13%	?	-21%	-4%	-2%	-1%
CCCS(=O)(=O)c1nc(S(=O)(=O)c2ccc(C)cc2)c(NCCCN2CCOCC2)s1	-7%	3%	-4	0%	-1%	-2%	5%	0%	1%	2%
CC(=O)c1ccc(CCCCc2ccc(C(C)=O)cc2)cc1	.	.	.	.	.	.	-12%	5%	-1%	-4%
Cc1ccc(S(=O)(=O)N2CCC(c3nc4c(nnn4Cc4ccccc4)c(=O)[nH]3)CC2)cc1	-4%	13%	-6	-2%	-1%	-5%	-15%	2%	30%[activator]	-2%
O=C(NCC(=O)N1CCOCC1)c1ccc(Cl)cc1	2%	.	-4	-3%	-6%	-6%	8%	4%	-2%	-2%
O=C(CN1CC[n+]2c(-c3cccs3)csc21)c1ccc(Br)cc1	-11%	-20%	7	12%	-3%	23%	3%	2%	-1%	-1%
CS(=O)(=O)c1cccc(C(=O)Oc2ccccc2)c1	11%	3%	5	-5%	18%	-4%	13%	3%	7%	-1%
COC(=O)c1c(C)cc(O)cc1O	.	-1%	.	.	.	.	18%	-6%	5%	0%
COC(=O)c1ccccc1NC(=O)CN(C)Cc1ccccc1	0%	-21%	-11	6%	10%	0%	8%	0%	-3%	0%
O=C(CSc1cc(Cl)ccc1Cl)Nc1ccc(N2CCOCC2)cc1	.	.	-1	?	-9%	.	-8%	5%	-4%	-4%
CCOC(=O)N1CCN(C(=O)c2ccc(CS(=O)c3ccccc3)o2)CC1 (configuration not stated)	-4%	.	5	2%	-19%	4%	1%	-2%	4%	1%
O=C(CSc1nnc(-c2ccccc2F)n1C1CC1)Nc1cccnc1Cl	4%	?	13	-6%	2%	-18%	2%	-8%[46.1 µM]	3%	0%
CN(C)c1nc2n(c(=O)n1)C(C#N)CS2 (configuration not stated)	7%	1%	10	5%	7%	-11%	24%	8%[46.1 µM]	2%	0%
Cc1cc2c(cc1C)CSC(c1ccc(O)cc1)SC2	16%	-39%	-11	3%	-2%	6%	-45%[inhibitor]	2%	-1%	-3%
COc1ccc2c(c1)nc1n2CN(CC2CCCO2)CN1Cc1ccccc1 (configuration not stated)	-6%	-14%	-1	-3%	1%	-2%	.	.	.	.
Cc1cc(Nc2ccc([N+](=O)[O-])cc2)nc2ccccc12	3%	?	4	-3%	9%	3%	4%	0%	5%	0%
CC(=O)N1CCCc2cc(S(=O)(=O)N(CC(C)C)CC(C)C)ccc21	-3%	-3%	15	5%	6%	5%	-20%	-3%	4%	-1%
Cc1cc(OCC(=O)NNC(=O)c2cccs2)ccc1Br	4%	?	4	-4%	-3%	-7%	0%	-1%	-2%	-3%
O/N=C/c1ccc2ccccc2c1	-15%	-12%	29	-1%	6%	?	0%	-3%	-4%	-1%
Cc1c(/C(O)=C2\C(=O)C(=O)N(CCCN(C)C)C2c2ccncc2)cnn1-c1ccccc1 (configuration not stated)	3%	-2%	-2	-1%	-5%	8%	.	.	.	.
COc1ccc(/C=C/C(=O)NCC(c2ccc(F)cc2)N2CCOCC2)cc1OC (configuration not stated)	23%	.	26	7%	6%	?	-15%	-2%	0%	-11%
Cc1ccn2c(=O)nc(SCC(=O)N3CCCCCC3)nc2c1	.	.	6	-1%	4%	.	4%	-2%	-2%	0%
Cn1c(=O)c2c(nc(-n3ccnc3)n2Cc2ccc(Cl)cc2Cl)n(C)c1=O	2%	0%	-2	-4%	11%	?	10%	4%	2%	-4%
Clc1ccc(Nc2ccc3ccccc3n2)cc1	.	.	.	.	.	.	?	3%	25%	0%
O=C(CCn1c(=S)[nH]c2ccccc2c1=O)Nc1cccc(Cl)c1	9%	.	-6	-4%	-6%	38%[activator]	-7%	4%	-2%	-7%
NC1=NC(=O)/C(=C/c2cccc(-c3ccc(S(N)(=O)=O)cc3)c2)S1	66%[activator]	?	20	0%	-10%	5%	12%	-3%	0%	-2%
CCCNC(=O)c1nn2cc(Br)cnc2c1Br	4%	-5%	4	0%	-4%	?	14%	2%	-2%	-1%
Cc1ccccc1C(=O)N1CCC(C(=O)Nc2ccccc2Cl)CC1	-3%	.	0	-3%	15%	-2%	26%	2%	-1%	0%
COc1cccc(-c2cnc(OC(C)(C)C)nc2OC(C)(C)C)c1	-2%	?	-3	2%	.	-2%	34%	3%	1%	-5%
Cc1ccc(NC(=O)C2CC(=O)n3ncnc3N2)cc1C (configuration not stated)	-4%	-11%	-4	2%	1%	.	-11%	.	-2%	0%
COc1ccc(CN(C)CC(=O)Nc2ccccc2-c2ccccc2)c(OC)c1	3%	0%	1	-5%	10%	-2%	?	-14%	4%	-4%
COc1ccc(NC(=O)C2CCC(CNc3c(N4CCC(C)CC4)c(=O)c3=O)CC2)cc1OC (configuration not stated)	-10%	11%	-11	1%	3%	-10%	-17%&0%	3%&-91%	0%&6%	-1%&-1%
CCOc1ccc(Nc2nc(Cc3nnc(SCC(N)=O)o3)cs2)cc1	1%	5%	-9	4%	2%	4%	21%	4%	-1%	-2%
COCCN(CCOC)C(=O)c1ccc(NS(=O)(=O)c2ccc3c(c2)OCCO3)cc1	2%	.	-3	3%	-1%	-7%	2%	-5%	2%	-10%
Cc1sc(NC(=O)CN(CCc2ccccc2)C(=O)C2CC2)c(C(N)=O)c1C	-5%	-4%	-23	0%	2%	-7%	14%	-4%	-1%	-2%
CC1(c2nnc(-c3ccncc3)o2)CC(c2ccc(F)cc2)=NO1 (configuration not stated)	-3%	.	2	-3%	-19%	?	28%	3%	-1%	-4%
CCOC(=O)C1CCN(S(=O)(=O)c2ccc3c(c2)NC(=O)CS3)CC1	5%	.	8	4%	4%	-15%	15%	8%	2%	1%
